Source: PubChem BioAssay
ATXN2 expr inh = inhibitors of ATXN2 expression | Potency, µM (series often up to 57 µM), for inactives: top-dose activity change, negative = inhibition, actives largely listed as inhibitors | 0.72% of 360,000 active | HEK-293 ATXN2-luciferase reporter, luminescence, 24 h; further: potency means the concentration at half of the fitted maximal effect; on the % scale 0 is the no-effect control and ±100 the full control effect; nearly all actives have a fitted effect of over 55% in size
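qHTS (up to 57 uM final) was run with 24 h compound exposure of reporter cells at 37 °C. Each well was multiplexed: SteadyGlo luminescence measured ATXN2-luciferase expression after a fluorogenic Gly-Phe-AFC viability readout (25 uM final).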
MCF10A rereplic = DNA re-replication induction in MCF 10a cells; MCF 10A DNA re-replication, Hoechst nuclear intensity, 48 h; Potency, µM (highest dose often 46.1 µM), for inactives: at the highest dose activity, positive = re-replication, actives largely listed as activators; 2.9% of 350,000 active; AID 624296; further: potency means the concentration at half of the fitted maximal effect; % of control where 0% means no effect; nearly all actives have a fitted effect of over 50% in size
ATXN viability = cell viability loss in ATXN counter-screen. AID 651635. S2 cells (HEK-293 line with an ATXN2-luciferase reporter) viability, CellTiter-Fluor protease fluorescence, 24 h. Potency, µM (series often up to 56.7 µM), hits mostly cytotoxic. 0.49% of 400,000 active; further: potency means the concentration at half of the fitted maximal effect; nearly all actives have a fitted effect of over 40% in size
KB-3-1 tox = kills parental KB-3-1 adenocarcinoma cells | 1.4% of 400,000 active | Potency, µM (top dose mostly 46.1 µM), inactives show top-dose activity change, negative = cytotoxic, usual class: cytotoxic | AID 1347075 | KB-3-1 viability, CellTiter-Glo ATP luminescence, 72 h; further: potency means the concentration at half of the fitted maximal effect; on the % scale 0 is the no-effect control and ±100 the full control effect; nearly all actives have a fitted effect of over 60% in size
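72 h, 37 °C compound treatment of KB-3-1 parental cells; CellTiter-Glo added, 10 min, luminescence read. Data corrected against DMSO-only plates and normalized before curve fitting.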
HT1080NT lethal = kills 2HG-producing HT-1080-NT fibrosarcoma cells; 1.6% of 360,000 active; Potency, µM (doses to about 46.1 µM), inactives show at the highest dose activity, negative = less viability, usual class: cytotoxic; HT-1080-NT fibrosarcoma viability, CellTiter-Glo ATP luminescence, 48 h;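 further: NT is the 2HG producing partner of a matched IDH1 knockdown line; potency means the concentration at half of the fitted maximal effect; 0% = DMSO-treated cells and -100% = media-only wells without cells; nearly all actives have a fitted effect of over 55% in size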
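HT-1080-NT fibrosarcoma cells (2HG-overproducing), 750 cells/well in RPMI with 5% FBS, dosed after 2 h and incubated 48 h at 37C. CellTiter-Glo luminescence normalized to DMSO and no-cell wells; concentration-response curves fitted and classed.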
IL-1B inflam inh = inhibitors of inflammasome signaling (IL-1 beta secretion); THP-1 LPS/ATP IL-1B secretion, AlphaLISA, 16 h; stronger effect = lower value; activity change, % at 57.5 µM; 4.7% of 360,000 active; in the data active means activity change below about -50%; inconclusive means mostly about -30% to -49%; further: on the % scale 0 is the no-effect control and ±100 the full control effect
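THP-1 cells pretreated 1 hr with compounds (up to 57.5 uM final), then stimulated with LPS (250 ng/mL final) plus ATP (1.25 mM final); secreted IL-1B measured by AlphaLISA after 16 hr, decreased signal indicating inhibition.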
HT1080 IDH1KD tx = kills HT-1080 cells with IDH1 knockdown; HT-1080 IDH1 knockdown viability, ATP luminescence, 48 h; AID 686971; Potency, µM (highest dose often 46.1 µM), without a hit: at the highest dose activity, negative = toxicity, actives largely listed as cytotoxic; 2% of 360,000 active;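 further: potency means the concentration at half of the fitted maximal effect; 0% = DMSO wells and -100% = cell-free medium wells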
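Luminescent ATP read-out (CellTiter-Glo, 10 min at room temperature) after 48 h compound exposure at 37 °C gave viability of IDH1-knockdown HT-1080 cells. Activity was normalised to DMSO and cell-free wells, then fitted as concentration-response curves.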
HepG2 tox = kills HepG2 cells in TGF-b inhibitor counter-screen | HepG2 CAGA-GFP viability, ATP luminescence, 18 h | Potency, µM (doses to about 46.1 µM), for inactives: top-dose activity change, negative = cytotoxicity, usual class: cytotoxic | 0.76% of 410,000 active; further: potency means the concentration at half of the fitted maximal effect; some results filed as inactive show a strong effect at the top dose
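CellTiter-Glo luminescence gave cytotoxicity after 18 hours at 37 degrees C. The cells were HepG2 CAGA-GFP in 1% FBS DMEM, stimulated with 500 pg/mL TGF-beta after compound addition. %Activity was normalised to no-cell wells (complete cell-killing) and DMSO (no toxicity), and curves were fitted and classified.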
SW480 rereplic = induces DNA re-replication in SW480 colon adenocarcinoma cells; 1.8% of 340,000 active; Potency, µM (series often up to 46.1 µM), without a hit: at the highest dose re-replication activation, most hits filed as activators; SW480 DNA re-replication, Hoechst DNA content imaging, 48 h; further: potency means the concentration at half of the fitted maximal effect; % of control where 0% means no effect; nearly all actives have a fitted effect of over 55% in size
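Treated cells incubate 48 hr (37 C, 5% CO2), are stained 40 min with Hoechst, and nuclear fluorescence is enumerated; a rise in nuclei with high DNA signal marks re-replication.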
* hit, by the source's call; i = inactive; ? = inconclusive; / = not tested or not shown; [ ] = another dose, or the depositor's remark. Unless noted, the call rests on the fitted dose curve; in most records, active means well fitted curve in the direction sought with a large enough effect; inconclusive means small, poorly fitted or top-dose-only effect, or another doubt; inactive means no such curve, though single readings can be large; an effect the other way counts as inactive or inconclusive.

SMILES	ATXN2 expr inh	MCF10A rereplic	ATXN viability	KB-3-1 tox	HT1080NT lethal	IL-1B inflam inh	HT1080 IDH1KD tx	HepG2 tox	SW480 rereplic
CN(C)CCn1c(=O)n(-c2cccc(Cl)c2)c(=O)c2c3c(sc21)CCCCC3	-17%	20%	i	24%	?	/	?	-46%	-14%
Cc1ccc(Cl)cc1N(Cc1ccc(C(=O)NCc2cccnc2)cc1)S(=O)(=O)c1ccccc1	-31%	-4%	i	-11%	20%	1	14%	-26%	-10%
O=C1OC(N2C(=O)CC[C@H]2C(=O)NCC2CCCO2)c2ccccc21 (stereo not given in full)	2%	?	i	0%	11%	12	9%	-14%	4%
CCc1ccc(C(=O)C(C)OC(=O)C2COc3ccccc3O2)cc1 (stereo not given)	3%	8%	i	10%	11%	21	13%	-13%	0%
COc1ccc(C(=O)N2CCc3cc(OC)c(OC)cc3C2)cc1OC	-6%	25%	i	-2%	?	-5	?	-24%	4%
CN(C)CCNc1ncnc2c1ncn2[C@H]1CN(C)C[C@@H](CO)O1	16%	/	i	0%	10%	9	5%	7%	/
O=C(NC(=S)N1CCCc2ccccc21)c1ccccc1	53%[activator]	3%	i	-5%	-14%	30	-16%	-11%	1%
CC1CN(Cc2ccco2)C(=S)NC1=O (stereo not given)	8%	-4%	i	2%	8%	2	16%	23%	-9%
Cn1c(=O)c2c(nc(NC3CCCCC3)n2CC(O)COc2ccccc2)n(C)c1=O (stereo not given)	1%	?	i	-5%	-2%	-5	-7%	-16%	-1%
COc1ccc(Br)cc1CN1CCCC(C(=O)N2CCCCCC2)C1 (stereo not given)	-20%	?	i	?	-24%	-57*	-24%	-29%	-2%
Cc1c(NC(=O)CSc2ccccc2Cl)c(=O)n(-c2ccccc2)n1C	13%	-8%	i	1%	9%	24	6%	2%	-7%
Cc1ccc(-c2nc(CN3CCN(C(=O)C4CCCO4)CC3)cs2)cc1 (stereo not given)	-11%	4%	i	?	-15%	-13	-18%	6%	2%
Cc1ccc(Cn2nc(C)cc2C(=O)Nc2ccc(Cl)cc2)cc1	39%[activator]	-12%	i	-15%	-7%	/	?	-45%	35%
Cc1ccc(-c2nn(C)c(=O)c3ccccc23)cc1CNC(=O)c1ccccc1	-37%	-6%	i	-2%	-5%	/	-2%	2%	4%
O=C(N/N=C1\CC2CC=CC12)c1ccc(O)cc1 (stereo not given)	6%	3%	i	?	-2%	-6	2%	-8%	16%
COc1ccc(N2CCN(c3cc(C)nc4ccc(OC)cc34)CC2)cc1	?	1%	i	-2%	-29%	-1	?	-23%	1%
Cc1ccc(S(=O)(=O)N2CCCC2C(=O)N2CCCCCC2)cc1 (stereo not given)	-5%	3%	i	9%	-2%	16	1%	-4%	-5%
O=C(Nc1ccccc1)C1CC=CCC1C(=O)OCC1CCCO1 (stereo not given)	-3%	-3%	i	-4%	-5%	9	1%	-25%	-11%
Cc1noc(C)c1COC(=O)C1CC(O)CN1S(=O)(=O)c1ccc(Cl)cc1 (stereo not given)	-3%	-3%	i	-11%	19%	3	21%	5%	-19%
O=C(C[C@@H]1C/C=C/CC[C@@H](Cc2ccc(F)cc2)C(=O)OC[C@H](Cc2ccccc2)NC1=O)N[C@H](CO)Cc1ccccc1	-10%	13%	i	-1%	?	-18	?	-39%	2%
O=C(COC(=O)COc1ccc(Br)cc1)NC1CCS(=O)(=O)C1 (stereo not given)	/	/	?	9%	0%	10	20%	3%	/
O=S(=O)(NCCCCNS(=O)(=O)c1c(F)cccc1F)c1ccc2c(c1)OCCO2	-8%	-2%	i	-7%	/	/	/	1%	-2%
Cc1noc(C)c1CSc1nc2sc(C)c(C)c2c(=O)n1-c1ccccc1	-3%	23%	i	-13%	-8%	1	-15%	-1%	1%
O=C(NCCN1CCOCC1)C(=O)NCC1OCCN1S(=O)(=O)c1ccccc1 (stereo not given)	4%	2%	i	7%	13%	30	7%	1%	-1%
COc1ccc(Cl)cc1NC(=O)CSc1nnc(Cc2ccc(C)cc2)c(=O)[nH]1	5%	28%	i	9%	-1%	20	2%	-16%	-3%
Cc1c(Cl)cccc1NC(=O)Nc1ccc2snnc2c1	?	/	i	?	/	/	/	-36%	/
CCOC(=O)c1cc(S(=O)(=O)N2CCN(Cc3ccccc3)CC2)cn1C	5%	12%	i	-3%	-2%	-7	6%	-47%	-11%
Cc1cccc(-c2noc(-c3ccc(NCc4ccccc4)c([N+](=O)[O-])c3)n2)c1	13%	/	i	4%	/	/	/	-9%	/
Cc1ccc(C2N=C(N)Nc3nc(=O)c4ccccc4n32)cc1 (stereo not given)	/	-1%	i	-3%	-4%	-21	-7%	61%	-17%
COc1ccccc1-c1cc(C(F)(F)F)nc(NCc2cccs2)n1	0%	?	i	-25%	-1%	0	7%	-7%	8%
CCOC(=O)C1CCN(Cc2ccc3ccccc3c2)CC1	-12%	16%	/	-7%	10%	9	3%	0%	4%
CC(=O)NCC(=O)OCC(=O)Nc1nc(-c2ccccc2)cs1	19%	?	i	0%	-3%	-1	-3%	-7%	-2%
COc1ccc(Cl)cc1NC(=S)N1CCN(C(=O)c2ccco2)CC1	-4%	-17%	i	-4%	12%	-18	1%	-7%	-5%
COc1ccc(NC(=O)C2CC(=O)N(c3ccccc3Cl)C2)c(OC)c1 (stereo not given)	-11%	?	i	0%	4%	-13	-3%	-12%	-2%
CC1CC(C)CN(c2oc(Cc3ccccc3)nc2C#N)C1 (stereo not given)	16%	?	i	-6%	18%	-9	7%	-21%	?
C/C(=N\NC(=O)Cc1c[nH]c2ccccc12)c1ccc2ccccc2c1	16%	?	i	10%	?	-21	16µM*	-61%	-1%

By substructure: the compounds so far with two or more sulfur atoms (2)
SMILES	ATXN2 expr inh	MCF10A rereplic	ATXN viability	KB-3-1 tox	HT1080NT lethal	IL-1B inflam inh	HT1080 IDH1KD tx	HepG2 tox	SW480 rereplic
O=S(=O)(NCCCCNS(=O)(=O)c1c(F)cccc1F)c1ccc2c(c1)OCCO2	-8%	-2%	i	-7%	/	/	/	1%	-2%
Cc1noc(C)c1CSc1nc2sc(C)c(C)c2c(=O)n1-c1ccccc1	-3%	23%	i	-13%	-8%	1	-15%	-1%	1%

Carrying on.
SMILES	ATXN2 expr inh	MCF10A rereplic	ATXN viability	KB-3-1 tox	HT1080NT lethal	IL-1B inflam inh	HT1080 IDH1KD tx	HepG2 tox	SW480 rereplic
CCOC(=O)c1sc2nc(NC(=O)C3CCCCC3)sc2c1C	1%	0%	i	5%	24%	19	20%	-33%	-6%
S=C(NCc1ccccc1)Nc1ccncc1	-18%	7%	i	?	-9%	38	-15%	-6%	0%
Cc1onc(-c2ccccc2)c1C(=O)N1CC(C)OC(C)C1 (stereo not given)	3%	0%	i	-1%	7%	17	14%	-3%	-4%
CC(C)n1c(-c2cccs2)nc2ccccc21	1%	8%	i	-4%	2%	-1	-1%	-31%	-4%
c1ccc(-n2c(-c3ccncc3)nnc2N2CCOCC2)cc1	11%	?	i	3%	-1%	-6	3%	1%	-11%
COc1cc2[nH]c(=S)n(CCN3CCCCC3C)c(=O)c2cc1OC (stereo not given)	-17%	21%	i	4%	-4%	0	-27%	-5%	28%
Cc1ccc(C2CC(=O)Oc3cc(C)cc(C)c32)cc1 (stereo not given)	6%	?	i	0%	5%	-16	8%	-17%	-5%
CCOC(=O)NC(C(Cl)(Cl)Cl)S(=O)(=O)c1ccccc1 (stereo not given)	-8%	?	i	-20%	?	-87*	?	20%	?
CC(C)[C@H]1C(=O)Nc2ccccc2N1C(=O)N[C@@H](Cc1ccccc1)C(=O)N[C@H](C(=O)O)c1ccccc1	0%	2%	i	-1%	0%	23	4%	7%	-4%
O=C(CCN1C(=O)c2ccccc2S1(=O)=O)Nc1cccc2ccccc12	12%	-1%	i	29%	11%	15	10%	-13%	-1%
CC(C)C1S/C(=N/N=C/c2cccs2)NC1=O (stereo not given)	12%	8%	i	0%	13%	2	8%	-10%	-3%
COc1cc(OC)c(C(=O)Nc2ccncc2)cc1OC	-25%	18%	i	-6%	9%	-60*	10%	15%	?
COc1cc(C(=O)NCC(=O)N2CCN(S(=O)(=O)c3cc(C)ccc3C)CC2)cc(OC)c1OC	-18%	?	?	3.3µM*	7.3µM*	91	6.5µM*	-15%	8.2µM*
Oc1ccc(C[C@@H](CN2CCC[C@@H]2CN2C(=S)NC[C@@H]2Cc2ccccc2)N2C[C@H](Cc3ccccc3)N(CCc3ccccc3)C2=S)cc1	-12%	/	?	0%	-16%	-17	-4%	-51%	/
CC1CCCN(C(=O)c2nn(C)c3c2CS(=O)(=O)c2ccccc2-3)C1 (stereo not given)	-4%	-2%	i	1%	1%	2	10%	-1%	1%
Cc1ccccc1C(=O)Nc1ccccc1N1CCCCC1	-10%	7%	i	-15%	-16%	37	-18%	-20%	0%
N#Cc1nc(COc2ccc(-c3ccccc3)cc2)oc1NCc1cccnc1	?	7.9µM*	i	?	?	-80*	?	-36%	6%[9.22 µM]
CC(=O)Nc1cccc(-c2ccnc3c2CC(C)(C(=O)Nc2cccc(C(C)=O)c2)O3)c1 (stereo not given)	-16%	/	?	?	-10%	-16	15µM*	-4%	/
CC1CC(Nc2ccccc2N)=CC(=O)O1 (stereo not given)	27%	15%	i	7%	14%	13	4%	10%	-3%
CC(C)(C)SCCNC(=O)/C=C/c1ccc([N+](=O)[O-])cc1	24%	7%	i	12%	4%	-10	7%	-11%	0%

Limited to HT1080NT lethal, KB-3-1 tox and HepG2 tox, for two of the compounds above:
compound | HT1080NT lethal | KB-3-1 tox | HepG2 tox
CC(=O)Nc1cccc(-c2ccnc3c2CC(C)(C(=O)Nc2cccc(C(C)=O)c2)O3)c1 (stereo not given) | -10% | ? | -4%
CC1CC(Nc2ccccc2N)=CC(=O)O1 (stereo not given) | 14% | 7% | 10%
